# High-throughput results deposited in PubChem by National Center for Advancing Translational Sciences (NCATS).
# HADH2 inhib = qHTS Assay for Inhibitors of HADH2 (Hydroxyacyl-Coenzyme A Dehydrogenase, Type II). 3-hydroxyacyl-CoA dehydrogenase type-2 (Homo sapiens), Q99714. recombinant HADH2, NADH fluorescence, beta-hydroxybutyryl-CoA. Potency, µM (series often up to 57.1 µM), inactives show at the top dose activity change, negative = inhibition, most hits filed as inhibitors. hit rate 3.4% among 73,000. AID 886, 2007; note: potency is the fitted concentration of half-maximal effect; % is set by controls: 0 for no effect and ±100 for the full control effect; nearly all actives have a fitted effect of over 60% in size; many of its hits are not listed in these tables
# Target sequence (Q99714 whole entry, looked up, one chain of several): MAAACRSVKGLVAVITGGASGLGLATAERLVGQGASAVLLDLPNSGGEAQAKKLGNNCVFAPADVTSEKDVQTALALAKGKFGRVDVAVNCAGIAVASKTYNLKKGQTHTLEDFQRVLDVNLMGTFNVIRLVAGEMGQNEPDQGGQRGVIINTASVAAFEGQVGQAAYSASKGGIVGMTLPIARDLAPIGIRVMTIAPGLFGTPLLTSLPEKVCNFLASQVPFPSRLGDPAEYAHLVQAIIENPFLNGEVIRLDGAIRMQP
#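 Read-out: 360 nm excitation, 450 nm emission, kinetic over 4 min. Conditions: His-tagged human HADH2 20 nM, pH 9.0 Tris with Tween-20, 1 mM NAD+, 90 uM beta-hydroxybutyryl-CoA.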
# Rhodamine fluor = qHTS Assay for Spectroscopic Profiling in Rhodamine Spectral Region | AID 594, 2007 | hit rate 0.05% among 59,000 | Rhodamine-region fluorescence, 547/598 nm, Tris buffer; stronger effect = higher value | max dye-equivalent concentration, M; in the data active = max dye-equivalent concentration above about 11 nM; inconclusive = between about 1.1 nM and that limit
#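 Read-out is relative fluorescence at 547 nm excitation and 598 nm emission, expressed as dye-equivalent concentration using rhodamine standards on every plate. Each compound was profiled across a concentration series after 15 min in 100 mM Tris, pH 8.0.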
# Hsp90 Hop PPI = qHTS Assay for Disrupters of an Hsp90 Co-Chaperone Interaction | Hsp90 C-terminal peptide / TPR2A (Hop) interaction, human | AlphaScreen TPR2A-His6 binding biotin-Hsp90 C-terminal peptide | Potency, µM (doses to about 57 µM), inactives show at the top dose activity change, negative = inhibition | hit rate 0.44% among 71,000 | AID 595, 2007; active = well fitted curve in either direction with a large enough effect; inconclusive = small, poorly fitted or top-dose-only effect, or another doubt; note: potency is the fitted concentration of half-maximal effect; % is set by controls: 0 for no effect and ±100 for the full control effect; many of its hits are not listed in these tables
# Pol III holo inh = qHTS Assay for Inhibitors of DNA Polymerase III Holoenzyme System. reconstituted DNA polymerase III holoenzyme replication, biochemical. Potency, µM (highest dose often 57.1 µM), for the others: at the highest dose activity change, negative = inhibition. hit rate 0.25% among 71,000; note: potency is the fitted concentration of half-maximal effect; % is set by controls: 0 for no effect and ±100 for the full control effect
#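 Reconstituted *E. coli* holoenzyme (0.35 nM Pol III, 1 nM beta, 154 nM SSB, 2 nM primase) was preincubated with compound for 15 min at RT. Synthesis on 1.4 nM ssM13Gori ran 35 min, then was stopped with PicoGreen/EDTA and read as dsDNA fluorescence.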
# Ub-GFP proteasome = Ubiquitin-GFP Assay; Potency, µM (highest dose often 45.9 µM), for inactives: top-dose activation (GFP accumulation), most hits filed as activators; Ubiquitin-GFP reporter cells, proteasome inhibition, GFP fluorescence; response scale: untreated = 0%, 10 µM MG-132 = 100%; AID 526, 2006; 67,000 tested, under 10 active; active = well fitted activation curve with a large enough effect, not every such curve was filed as active; inconclusive = small, poorly fitted or top-dose-only effect, or another doubt; inactive = no such curve, though single readings can be large or run the other way; note: potency is the fitted concentration of half-maximal effect
#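 Proteasome blockade was scored as a rise in GFP-expressing U2OS cells carrying a ubiquitin(G76V)-GFP construct, imaged after 4 hr compound treatment at 37 °C across a 46 uM–2.9 nM series.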
# Epigenetic mod = qHTS Assay for Epigenetic Modulators. AID 597, 2007. mouse C127i GFP locus derepression, cytometry, 30 h. hit rate 0.09% among 68,000. Potency, µM (highest dose often 46.1 µM), inactives show top-dose GFP derepression (activation); note: % of control where 0% means no effect
#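 Locus derepression in mouse mammary C127i cells whose integrated CMV-GFP reporter is normally silent; GFP expression after 30 h compound treatment was quantified by counting fluorescent cells.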
# 15-hLO inh = qHTS Assay for Inhibitors of 15-hLO (15-human lipoxygenase); Polyunsaturated fatty acid lipoxygenase ALOX15 (Homo sapiens), P16050; purified 15hLO-1, xylenol orange hydroperoxide absorbance; Potency, µM (top dose mostly 57.1 µM), inactives show top-dose activity change, negative = inhibition, most hits filed as inhibitors; hit rate 1.4% among 74,000; note: potency is the fitted concentration of half-maximal effect; % is set by controls: 0 for no effect and ±100 for the full control effect; nearly all actives have a fitted effect of over 55% in size
# Target sequence (P16050 whole entry, looked up): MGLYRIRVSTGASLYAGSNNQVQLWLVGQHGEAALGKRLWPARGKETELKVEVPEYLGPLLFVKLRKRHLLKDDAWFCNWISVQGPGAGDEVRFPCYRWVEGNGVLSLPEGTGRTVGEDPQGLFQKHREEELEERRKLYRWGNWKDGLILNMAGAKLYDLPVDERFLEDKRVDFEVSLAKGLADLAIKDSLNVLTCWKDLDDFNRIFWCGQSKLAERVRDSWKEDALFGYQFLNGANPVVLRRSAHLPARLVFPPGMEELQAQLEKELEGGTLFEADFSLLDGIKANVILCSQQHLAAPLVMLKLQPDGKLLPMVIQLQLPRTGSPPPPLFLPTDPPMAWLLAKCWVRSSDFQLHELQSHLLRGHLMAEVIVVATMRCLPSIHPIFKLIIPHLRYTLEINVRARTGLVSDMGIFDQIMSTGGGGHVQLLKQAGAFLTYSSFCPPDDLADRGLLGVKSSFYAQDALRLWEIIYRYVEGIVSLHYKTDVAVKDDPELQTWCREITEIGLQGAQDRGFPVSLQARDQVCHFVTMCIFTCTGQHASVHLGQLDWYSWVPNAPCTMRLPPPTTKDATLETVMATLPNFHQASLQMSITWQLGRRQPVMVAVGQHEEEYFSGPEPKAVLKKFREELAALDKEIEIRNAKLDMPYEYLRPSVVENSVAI
#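 Readout: Fe(III)-xylenol orange absorbance, 573-to-405 nm ratio as reaction progress. Enzyme 40 nM purified human 15hLO-1, substrate 50 uM arachidonic acid, 6 min RT after 15 min compound preincubation; Hepes pH 7.5 buffer with Triton X-100.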
# 4-MU autofl = qHTS Assay for Spectroscopic Profiling in 4-MU Spectral Region; hit rate 11% among 59,000; AID 589, 2007; max dye-equivalent concentration, M; compound autofluorescence, 340/450 nm, 4-MU equivalents; stronger effect = higher value; in the data active = max dye-equivalent concentration above about 10 nM; inconclusive = mostly about 1.1 nM to 9.6 nM
#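 Intrinsic fluorescence at 340/450 nm (ex/em) was read after 15 min at room temperature in pH 8.0, 100 mM Tris. Each compound concentration expressed as 4-MU-equivalent concentration from a six-point 4-MU standard series on each plate.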
# Fluorescein fluor = qHTS Assay for Spectroscopic Profiling in Fluorescein Spectral Region. Compound autofluorescence, 480/540 nm, fluorescein-equivalent; stronger effect = higher value. max fluorescein-equivalent concentration, M. hit rate 0.91% among 59,000. AID 593, 2007; in the data active = max fluorescein-equivalent concentration above about 10 nM; inconclusive = between about 1.1 nM and that limit
#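 Fluorescein stocks ranging 3 mM down to 300 nM, plus DMSO blanks, were pinned alongside compounds to build a per-plate standard curve. Buffer: 100 mM Tris, pH 8.0. Incubation 15 min, room temperature; filters 480/540 nm.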
# HBB splicing = qHTS Assay for Modulators of Hemoglobin Beta Chain Splicing. HBB splicing reporter cell assay, activation; EGFP reporter with mutant IVS2-654 intron; response scale: normalised to 500 nM splice-correcting PNA. Potency, µM (titrated, usually from 46.1 µM), for inactives: top-dose activation, hits mostly activators. hit rate 0.06% among 65,000. AID 925, 2007; note: potency is the fitted concentration of half-maximal effect; 0% is about no effect
#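 HeLa cells stably expressing EGFP interrupted by mutant beta-globin intron 2 (IVS2-654), 500/well in 2% FCS. Treated with compound for 2 days at 37C. Splicing correction scored as total well GFP intensity (488 nm excitation, 500-520 nm emission); 500 nM antisense PNA served as control.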
# TexasRed autofl = qHTS Assay for Spectroscopic Profiling in Texas Red Spectral Region | hit rate 0.06% among 59,000 | Compound fluorescence, Texas Red channel, 547/618 nm; stronger effect = higher value | max dye-equivalent concentration, M; in the data active = max dye-equivalent concentration above about 10 nM; inconclusive = between about 1.1 nM and that limit
#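 Pin-transferred compounds and Texas Red standards go into 100 mM Tris buffer, pH 8.0. After 15 min at room temperature, plates are imaged with 547/618 nm filters. Each value is a dye-equivalent concentration derived from the per-plate dye curve.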
# An asterisk follows results filed as active; i = inactive; ? = inconclusive; · = no result given; [ ] = another dose, or the depositor's remark. Unless noted, calls come from the whole dose curve; as a rule, active = well fitted curve in the direction sought with a large enough effect; inconclusive = small, poorly fitted or top-dose-only effect, or another doubt; inactive = no such curve, though single readings can be large; an effect the other way counts as inactive or inconclusive. Only part of the results is shown (hit frequency here may not be typical).
SMILES,HADH2 inhib,Rhodamine fluor,Hsp90 Hop PPI,Pol III holo inh,Ub-GFP proteasome,Epigenetic mod,15-hLO inh,4-MU autofl,Fluorescein fluor,HBB splicing,TexasRed autofl
O=C(CN1C2=NCCCN2c2ccccc21)c1cccs1,6%,·,-7%,-5%,-11%,0%,2%,·,·,2.2%,·
Cc1cc(NC(=O)c2ocnc2C)no1,-3%,i,-2%,-1%,7%,2%,6%,i,i,2.1%[1.84 µM],i
Cc1oc(/N=C/c2cccc3ccccc23)c(C#N)c1C,?,·,-9%[11 µM],-4%[11.4 µM],15%[9.17 µM],-1%,?,·,·,-4.2%[0.0738 µM],·
O=C(O)C1CSC2(c3ccc4c(c3)OCCO4)CCC(=O)N12 (stereo unspecified),?,i,1%,?,2%,0%,14%,i,i,0.2%[57.5 µM],i
CC(=O)S[C@@H]1CC2=CC(=O)CC[C@@]2(C)[C@H]2CC[C@]3(C)[C@H](CC[C@@]34CCC(=O)O4)[C@H]12,-13%,i,-4%,-6%,8%,0%,-6%,i,?,0.6%,?
COc1cc2nc(N3CCN(C(=O)OCc4ccccc4)[C@H](C(=O)NC(C)(C)C)C3)nc(N)c2cc1OC,?,i,-13%,-4%,7%,0%,-9%,2.7e-07M*,?,-1.2%,i
COC(=O)CCc1nc2ccccc2[nH]c1=O,-5%,·,2%,-4%,0%,4%,21%,·,·,0.0%[9.22 µM],·
CCOC(=O)NCCc1c(C)nc2c(c(C)nn2C(C)(C)C)c1C,1%,i,-4%,-3%,-14%,5%,-15%,i,i,-3.2%,i
O=C(NCc1ccccn1)c1cc2ccccc2oc1=O,-15%,i,0%,-6%,2%,-2%,5%,2.2e-08M*,i,0.1%[57.5 µM],i
CCS(=O)(=O)N1CCc2cc(OC)c(OC)cc2C1,7%,i,-6%,-6%,-1%,0%,8%,i,i,-0.7%,i
CC(C)Cc1cc(C(=O)Nc2cc(Cl)ccc2Cl)no1,3%,·,-1%[2.3 µM],-4%,-5%,·,3%,·,·,0.2%,·
O=C(CN1CCOc2ccccc21)NC1CCN(Cc2ccccc2)CC1,-2%,·,-15%,-6%,-3%,-4%,-6%,·,·,-0.1%,·
c1ccc(CN2CCN(c3nc4ccccc4n4cnnc34)CC2)cc1,-22%,·,-3%,-1%,7%,7%,6%,·,·,-0.2%,·
CCOC(=O)N1CCN(C(=O)CN(Cc2ccc(Cl)cc2)S(C)(=O)=O)CC1,7%,i,-14%,-11%,2%,3%,4%,i,i,-1.4%,i
CCOC(=O)C1CCCN(c2c(NCCCN(C)Cc3ccccc3)c(=O)c2=O)C1 (stereo unspecified),9%,i,3%,-1%,1%,-1%,0%,i,i,-1.7%,i
Cc1cc2nc(NC3=NCN(CCN4CCOCC4)CN3)nc(C)c2cc1C,13%,i,-4%,-5%,-2%,0%,3%,i,i,2.4%[57.5 µM],i
CCOc1ccc2c(c1)sc1nc(C(=O)OC)cc(=O)n12,4%[11.4 µM],·,-2%[11 µM],-7%[11.4 µM],17%[9.17 µM],-5%,2%[11.4 µM],·,·,0.2%[0.0738 µM],·
Cn1c(=O)c2c(nc(NCCO)n2CCc2ccccc2)n(C)c1=O,4%,i,-1%,-1%,-5%,-3%,1%,i,?,-2.3%,i
CN(C)Cc1c(O)ccc2oc(Cc3ccccc3)cc12,8%,i,-3%,0%,2%,-2%,-6%,i,?,-3.0%[0.369 µM],i
CN1CCN2c3ncccc3Cc3ccccc3C2C1 (stereo unspecified),1%,·,-5%,-4%,3%,-1%,-4%[25.6 µM],·,·,·,·
CCc1cc2c(=O)c(-c3nc4ccccc4[nH]3)coc2cc1OC(=O)N1CCOCC1,·,i,·,·,·,4%[20.6 µM],·,i,1.1e-08M*,·,i
CCOC(=O)N1CCC(NC(=O)Cc2ccc(-n3c(=O)[nH]c4ccccc4c3=O)cc2)CC1,8%,i,-5%,-7%,-2%,1%,0%,i,i,-1.4%,i
C=C(N(C)C)[C@]1(C)C[C@H]1[C@H](NC(=O)CNC(=O)OCc1ccccc1)c1ccccc1,4%,·,-2%,-11%,·,·,6%,·,·,-0.8%,·
Cc1csc(=Nc2c(C)n(C)n(-c3ccccc3)c2=O)n1Cc1ccccc1,8%,i,-4%,-2%,1%,0%,4%,i,?,0.6%,i
CCn1cc(C(=O)NCCc2ccccc2)c(=O)c2cc(F)c(N3CCN(C)CC3)cc21,·,i,·,·,·,4%[20.6 µM],·,?,i,·,i
Cc1nc(SCc2ccccc2)c(C(F)(F)F)c(=O)[nH]1,-10%,i,-1%,0%,-6%,-4%,1%,i,i,-0.3%[1.84 µM],i
CCOC(=O)c1cccc(NC(=O)Cn2cnc3c2c(=O)n(C)c(=O)n3C)c1,-3%[11.4 µM],·,-8%[11 µM],-11%[11.4 µM],-17%[9.17 µM],-2%,-3%[11.4 µM],·,·,1.6%[0.0738 µM],·
O=C1N(c2ccccc2)C2CS(=O)(=O)CC2N1c1ccc(Br)cc1 (stereo unspecified),18%,i,-4%,-2%,-3%,2%,3%,i,?,-0.8%,?
CC(C)CC(=O)Nc1ccccc1N1CCCC1,·,i,·,·,·,-2%[20.6 µM],·,i,?,·,i
CC1CCCN(C(=O)c2cc3c(-c4ccc(Cl)cc4)nn(C)c3s2)C1 (stereo unspecified),4%,·,-2%[2.3 µM],-2%,19%,·,1%,·,·,-0.8%,·
O=C(CNC(=O)c1ccco1)OCN1C(=O)c2ccccc2C1=O,8%,i,5%,-6%,-1%,0%,5%,i,i,-1.9%,i
CCC(=O)N1CCc2cc(S(=O)(=O)N3CCc4ccccc43)ccc21,11%,i,-4%,-5%,5%,0%,1%,i,i,-1.9%,i
COc1ccc(CNc2ncncc2-c2ccc(N(C)C)cc2)c(OC)c1,?,i,-27%,8%,-6%,-1%[9.22 µM],20µM*,i,?,0.3%,i
COc1ccccc1CN1CCC2(CCNCC2)CC1,-2%,i,-4%,-2%,-7%,-2%[9.22 µM],17%,i,i,3.0%,i
O=C(O)CCc1ccc(-c2ccccc2)n1CC(=O)O,-24%,i,-5%,-5%,3%,0%,-14%,?,i,-0.7%,?
O=C(O)C1C2C=CC(C2)C1C(=O)NCCCN1CCOCC1 (stereo unspecified),-7%,i,-5%,2%,-3%,-2%,-8%,i,?,-3.6%,i
CC(C)(C)n1ncc2c(=O)n(CC(=O)Nc3ccccc3)cnc21,9%,i,1%,-3%,-5%,2%,1%,i,i,-5.8%,?
CN1C(=O)N(C)C2(CC1(C)C)CC(C)(C)N(C)C(=O)N2C,2%,i,0%,8%,1%,-1%,6%,?,?,0.2%[57.5 µM],i
Cc1c(C(=O)NCc2ccco2)oc2ccc(S(=O)(=O)N3CCC4(CC3)OCCO4)cc12,-11%,i,-9%,-1%,4%,-2%,0%,i,i,0.5%,i
CC(=O)Nc1nonc1-c1nc2ccccc2n1N(C(C)=O)C(C)=O,?,·,-5%,-2%,-6%,-2%,-19%,·,·,1.0%,·
CCN1CCN(CC(O)COCc2ccccc2)CC1 (stereo unspecified),-10%,i,1%,-1%,-7%,0%,-10%,i,i,-0.4%[57.5 µM],?
Cc1cc(NC(=O)c2cnn3cccnc23)no1,-1%,i,0%,-2%,3%,3%,3%,?,i,-0.4%,i
CCOC(=O)C1=C(C)OC(N)=C(C#N)C1c1cc2c(cc1Br)OCO2 (stereo unspecified),?,i,-2%,-1%,1%,-2%,-27%,i,i,-0.3%[57.5 µM],?
Cn1c(Cn2c(=O)sc3ccccc32)nnc1SCC(=O)Nc1ccc2c(c1)OCO2,-10%,·,-4%,-1%,8%,-2%,-2%,·,·,-0.2%,·
CS/C(=N\S(=O)(=O)c1ccc(N)cc1)NS(=O)(=O)c1cccs1,-22%,i,-1%,-5%,-5%,3%,-11%,i,i,0.3%[57.5 µM],?
